Assay outcomes (PubChem BioAssay)
HTR5A inv ag = HTR5A inverse agonists in luminescence cell assay, primary screen, counter-screen for OPRM1-OPRD1 heterodimer inverse agonist project, full-deck HTS. HTR5A cell line, inverse agonism. inhibition, % at 9.3 µM. 340,000 compounds, 0.083% hits. 5-hydroxytryptamine receptor 5A (Homo sapiens), P47898; in the data active means inhibition mostly above about 23%, no sharp cut-off; inactive means mostly below about 18%;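 further: 0% = cells with DMSO and 100% = no-cell wells with DMSO; some compounds called inactive have numbers as strong as hits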
Target sequence (P47898 whole entry, looked up): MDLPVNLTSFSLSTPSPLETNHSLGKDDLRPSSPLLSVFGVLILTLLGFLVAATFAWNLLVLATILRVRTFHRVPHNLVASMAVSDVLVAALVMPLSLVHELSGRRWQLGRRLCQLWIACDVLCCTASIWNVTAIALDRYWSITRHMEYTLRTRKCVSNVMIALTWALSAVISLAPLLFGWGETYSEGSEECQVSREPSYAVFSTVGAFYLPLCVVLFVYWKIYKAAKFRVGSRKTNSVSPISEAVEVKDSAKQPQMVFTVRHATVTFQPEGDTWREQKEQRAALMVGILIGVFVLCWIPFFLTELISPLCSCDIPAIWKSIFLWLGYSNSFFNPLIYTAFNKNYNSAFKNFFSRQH
HTR5A ag ctr = HTR5A agonists in luminescence cell assay, primary screen, counter-screen for OPRM1-OPRD1 heterodimer agonist project, full-deck HTS; 340,000 compounds, 0.61% hits; cell-based; activation, % at 9.3 µM; 5-hydroxytryptamine receptor 5A (Homo sapiens), P47898; in the data active means activation mostly above about 9.5%, no sharp cut-off; inactive means mostly below about 7.6%;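 further: 0% = cells with vehicle only and 100% = reference agonist; strong numbers were not always called active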
Ecoli viability = E. coli V3065 growth inhibition, primary screen, counter-screen for AddAB inhibitor project, absorbance, OD600; 18 h; inhibition, % at 11.9 µM; 330,000 compounds, 0.27% hits; AID 449728, 2010;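 active means inhibition above the campaign's mean inhibition across all tested compounds plus 3 SD, cut at about 9.9% in these data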;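 further: uninfected addAB+ strain grown without phage in ampicillin broth; 0% = DMSO wells and 100% = ciprofloxacin 0.95 µg/ml wells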
Mot1-301 SUMO = yeast Mot1-301 growth rescue at high temperature, primary screen, SUMOylation pathway inhibitor project, S. cerevisiae, ATP luminescence, 38.5C; growth rescue, % at 18.8 µM; S. cerevisiae Mot1-301 growth rescue; percent above DMSO median, 100 means doubled; 320,000 compounds, 1% hits;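 active means every valid replicate shows activation above 250% relative to neutral control wells; inactive means the rest, any valid replicate at or below 250%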;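 further: OY570 slx delta 5 strain wells were the positive control but not used for scaling; some compounds called inactive have numbers as strong as hits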
PKA-R1A activ = activators of PKA-R1A holoenzyme, primary screen, biochemical, fluorescence polarization, Cy5-IP20, bovine R1A, mouse PKAc; AID 504707, 2011; PKA-R1A dissociation; scaled: DMSO 0%, 113 µM cGMP 100%; activation, % at 11.4 µM; cAMP-dependent protein kinase type I-alpha regulatory subunit (Bos taurus) + …; 340,000 compounds, 0.083% hits;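 active means percent activation above the mean of all tested compounds plus 3 SD, cut at about 19% in these data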;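 further: higher means more PKAc released from R1A so a rise in polarization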
DAGLB inh = DAGLB lipase inhibitors, primary screen, biochemical, fluorescence, HTS; 340,000 compounds, 0.059% hits; HEK293T DAGLB membrane lysate, EnzChek fluorogenic substrate; Diacylglycerol lipase-beta (Homo sapiens), Q8NCG7; inhibition, % at 5.17 µM; in the data active means inhibition above about 34%;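 further: 0% = enzyme with vehicle and 100% = wells lacking enzyme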
Target sequence (Q8NCG7 whole entry, looked up): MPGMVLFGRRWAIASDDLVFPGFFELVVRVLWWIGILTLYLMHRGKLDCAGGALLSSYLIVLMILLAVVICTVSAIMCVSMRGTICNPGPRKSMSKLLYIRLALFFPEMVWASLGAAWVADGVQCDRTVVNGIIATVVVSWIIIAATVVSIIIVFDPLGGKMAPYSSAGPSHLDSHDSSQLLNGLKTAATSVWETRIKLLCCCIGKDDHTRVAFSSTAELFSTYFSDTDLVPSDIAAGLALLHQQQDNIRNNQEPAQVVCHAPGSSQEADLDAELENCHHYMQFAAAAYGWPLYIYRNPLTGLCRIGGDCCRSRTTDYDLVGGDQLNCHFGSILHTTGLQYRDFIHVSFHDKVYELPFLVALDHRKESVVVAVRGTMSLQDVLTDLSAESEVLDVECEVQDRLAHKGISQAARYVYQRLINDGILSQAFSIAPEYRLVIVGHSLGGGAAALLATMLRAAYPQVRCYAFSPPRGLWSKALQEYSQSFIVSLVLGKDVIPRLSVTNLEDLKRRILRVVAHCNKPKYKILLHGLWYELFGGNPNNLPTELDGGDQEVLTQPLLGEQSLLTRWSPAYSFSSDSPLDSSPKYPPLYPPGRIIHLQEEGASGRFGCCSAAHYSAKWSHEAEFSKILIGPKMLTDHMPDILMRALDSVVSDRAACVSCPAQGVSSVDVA
CDK5 inh = inhibitors of human CDK5/p35 kinase, primary screen, biochemical, single concentration; Recombinant CDK5/p35, ADP-Glo luminescence, 60 min; inhibition, % at 10 µM; 330,000 compounds, 0.01% hits; AID 488839, 2010;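 active means highest replicate inhibition of at least 50% and at least 75% of replicates reaching 50%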;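 further: plate controls were DMSO neutral control for no effect and GW8510 at 10 µM for full effect; many of its hits are not listed in these tables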
phage Ecoli inh = growth loss of phage-infected E. coli, primary screen, RecBCD inhibitor project, absorbance, with phage, HTS; inhibition, % at 11.9 µM; 360,000 compounds, 0.26% hits; in the data active means inhibition above about 11%
Tat transport = E. coli Tat export inhibitors, primary screen, MC4100, TorA-mCherry reporter, fluorescence, single point; inhibition, % at 10 µM; 340,000 compounds, 0.036% hits; AID 488895, 2010;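 active means mean replicate inhibition at least 50% and at least half of replicates individually reaching 50%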;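 further: exported cargo escapes ClpAP degradation while cytoplasmic cargo is degraded and loses fluorescence; 0% = median of neutral control wells and 100% = median of NaSCN control wells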
PKA-R2B act = activators of PKA-R2B holoenzyme, primary screen, biochemical, fluorescence polarization, Cy5-IP20, human; cAMP-dependent protein kinase catalytic subunit beta (Homo sapiens) + cAMP-dependent …; PKA-R2B holoenzyme dissociation; R2B truncated from residue 108, S112A mutant; 0% DMSO only, 100% 113 µM cGMP; activation, % at 11.4 µM; 340,000 compounds, 0.079% hits;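 active means activation above a cutoff set at the mean over all compounds plus 3 SD, cut at about 18% in these data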;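 further: higher means more holoenzyme dissociation and a rise in polarization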
AddAB inh = growth inhibition of E. coli expressing H. pylori AddAB, primary screen, AddAB inhibitor project, absorbance | inhibition, % at 11.9 µM | 330,000 compounds, 0.29% hits | AID 435030, 2010; in the data active means inhibition above about 12%;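 further: 0% = vehicle wells of infected cells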
Numbers without * were called inactive; . = not tested or not shown.

smiles	HTR5A inv ag	HTR5A ag ctr	Ecoli viability	Mot1-301 SUMO	PKA-R1A activ	DAGLB inh	CDK5 inh	phage Ecoli inh	Tat transport	PKA-R2B act	AddAB inh
COc1ccc(-n2nc(C(=O)NCC(=O)N3CCC4(CC3)OCCO4)c3ccccc3c2=O)cc1Cl	4	0	-0.8	70	-2	-3	1.1	-0.1	7	5	2.8
OCCNCCc1c[nH]c2ccc(OCc3ccccc3)cc12	-13	3	-0.1	-12	-4	0	4.1	1.1	0	-2	1.2
Cn1c(=O)cc(OCC(=O)N2CCC3(CC2)OCCO3)c2ccccc21	20	0	-0.8	3	-1	1	0.0	3.1	5	-1	1.5
Nc1cc(C(=O)Nc2ccc(Cl)cc2)ccc1N1CC2CC(C1)c1cccc(=O)n1C2 (centres undefined)	8	-3	-2.0	-2	-14	3	0.5	0.0	5	5	3.6
C#CC1(O)CCC2C3CCC4=C/C(=N/OCC(=O)NCC(=O)NC(C(=O)O)C(C)C)CC[C@]4(C)C3CC[C@@]21C (some centres undefined)	-1	0	.	-26	1	0	1.6	1.0	-4	-6	.
COC(=O)C1=C(c2cccc(OCc3ccccc3)c2)C[C@@H]2CC[C@H]1N2C(=O)NCc1ccc(Br)cc1	2	-1	-0.7	28	-2	-15	-0.7	1.8	10	5	-2.5
COc1cc(OC)c(OC)cc1CNCCc1ccc2c(c1)OCO2	-9	2	0.2	54	-9	-1	-0.2	-0.2	6	-2	2.7
CC(C)c1onc(C(=O)N2CCC3(CC2)OCCO3)c1[N+](=O)[O-]	-6	-1	1.3	-1	4	-3	-0.3	1.9	-8	6	3.4
CN1CCN(c2ccc(C(N)=O)cc2[N+](=O)[O-])CC1	-5	5	-1.9	3	3	0	-1.0	2.9	-1	-1	1.1
C=C1C(O)(c2ccccc2)C2CC[N+]1(C)CC2 (centres undefined)	-14	5	-3.2	1	6	1	1.9	-0.1	-1	-2	-0.1
Cc1ccc(Sc2ccc(C=C3C(=O)N(C)C(=O)N(C)C3=O)o2)cc1	11	-4	0.8	9	-12	7	0.6	2.7	2	5	-0.9
Fc1cccc(F)c1-c1nc(-c2ccc(Cl)cc2)no1	-10	7	0.6	5	-5	-16	-0.4	-1.9	2	-9	0.3
O=c1c2ccccc2nc(-c2ccccc2Cl)n1-c1ccc(O)cc1	-9	2	0.1	-7	-6	-2	2.9	2.9	-4	2	0.2
CNC(=O)O/N=C(\N)Cc1csc2ccccc12	-6	1	1.8	14	-8	1	2.1	2.8	-12	-9	3.8
CCC(C)n1c(O)c(/C=N/N2CCOCC2)c(=O)[nH]c1=S (centres undefined)	3	-1	0.4	-14	-8	2	-0.5	1.7	-2	-8	-0.1
C/C(Cl)=C/CC1(CN2CCCC2=O)C(=O)NC(=O)NC1=O	-22	-3	1.4	-16	0	0	0.9	0.4	-7	7	0.2
C=C1N2CCC(CC2)C1(O)c1ccc(C)cc1 (centres undefined)	-24	6	1.7	-6	7	-3	0.3	0.1	0	3	2.1
CC(C)N1C(=O)/C(=C/C=C/c2ccco2)C(=O)N(Cc2ccco2)C1=O	6	0	-1.2	1	-2	9	-1.1	3.1	-3	11	-1.6
CN(CC=CCN(C)P(=S)(N1CC1)N1CC1)P(=S)(N1CC1)N1CC1	8	-2	.	.	-3	0	-0.5	1.7	-7	-1	.
CCN(CC)c1ccc(/C=C2\C(=O)NC(=S)N(C)C2=O)o1	11	-2	-2.0	-7	3	-1	0.2	1.3	0	-13	1.2
COc1ccc2c(c1)C1(C(=O)O)CC=CCC1(C(=O)O)C2 (centres undefined)	-5	1	.	.	0	1	-0.9	0.6	1	-10	.
COc1ccc(CC(C)NCCC(c2ccccc2)c2ccccc2)cc1 (centres undefined)	-15	4	1.0	4	-3	-2	0.4	3.0	-1	-2	4.5
N#Cc1ccccc1Cn1cc(C(=O)c2cccs2)c2ccccc21	-6	2	-2.1	-2	-7	-5	-1.0	0.8	7	-6	-4.2
N#Cc1c(/N=C/c2c(O)n(Cc3ccco3)c(=O)[nH]c2=O)sc2c1CCCC2	-3	0	-0.4	-22	12	-1	-2.9	1.2	2	9	1.3
Cc1cccc(N2C(=O)NC(=O)/C(=C\c3cnn(-c4ccccc4)c3)C2=O)c1	-13	5	0.1	-8	4	2	-1.7	-0.8	-8	0	1.9
Oc1ccc2ccccc2c1CN1CC=C(c2ccccc2)CC1	-9	3	0.0	-4	9	-3	-1.9	2.2	-1	0	0.3
O=c1c2ccccc2nc(-c2ccco2)n1-c1nccs1	15	-3	-2.3	72	-6	-1	-0.6	-1.6	5	-2	-2.0
COC(=O)C1=C(c2ccc(OCc3ccccc3)cc2)C[C@@H]2CC[C@H]1N2C(=O)NCc1cccc(C(F)(F)F)c1	-23	4	-1.0	2	1	-10	4.9	2.6	-3	-5	-1.7
Cc1ccccc1NC(=S)NC(NC(=O)CF)C(Cl)(Cl)Cl (centres undefined)	18	0	2.6	7	-2	1	0.6	2.9	1	2	0.7
COc1ccc(NC(c2ccccc2F)P(=O)(Oc2ccccc2)Oc2ccccc2)cc1 (centres undefined)	-10	4	0.9	7	-1	1	-0.8	0.9	7	-3	3.1
COc1ccc(OC)c(-n2c(O)c(/C=C3\C=Nc4ccccc43)c(=O)[nH]c2=O)c1	20	-6	-1.5	-7	8	3	-0.8	0.6	-18	-4	-1.4
CC(Cc1ccccc1)NC(=O)/C=C/c1ccc(Cl)cc1 (centres undefined)	-2	6	0.2	23	-2	0	-0.9	1.6	6	-8	3.1
CC1=C(C(=O)Nc2ccccc2)S(=O)(=O)CCO1	6	-2	2.0	3	-13	-2	1.0	-1.0	-6	4	3.1
COc1ccc(Oc2c(C)oc3cc(OC(=O)N(C)C)ccc3c2=O)cc1	-9	2	-0.3	524*	12	1	-1.9	-0.1	9	-3	2.5
CCOC(=O)C1C2c3ccccc3O[C@@]1(C)N=C1SCC(=O)N12 (some centres undefined)	-19	8	-2.3	10	-8	3	9.1	1.9	-4	1	1.9
Cc1c2cnn(CC(=O)N3CCC4(CC3)OCCO4)c(=O)c2c(C)n1Cc1ccccc1Cl	-14	0	-2.0	5	-8	3	0.3	1.0	1	-5	4.4
CC1=C(C)CC2(CC1)C(=O)NC(=O)NC2=O	-4	1	.	.	7	-3	0.8	0.5	7	0	.
COC(=O)C1=C(c2c(C)noc2C)C[C@@H]2CC[C@H]1N2C(=O)NCCOc1ccc(OC)cc1	11	4	-1.8	-10	-12	-1	-2.8	3.6	-8	-7	2.4
CN1CCN(c2cc(N3CCCC3)c([N+](=O)[O-])cc2F)CC1	-7	-1	-1.0	332*	-17	1	0.0	4.3	-2	-9	-0.1
CN1CC=C(c2c[nH]c3ccccc23)CC1	-70	23*	0.5	299	-6	2	-1.8	2.2	8	-6	-1.1

Laid out differently: results already given
Cc1c2cnn(CC(=O)N3CCC4(CC3)OCCO4)c(=O)c2c(C)n1Cc1ccccc1Cl
  HTR5A inv ag: -14
  HTR5A ag ctr: 0
  Ecoli viability: -2.0
  Mot1-301 SUMO: 5
  PKA-R1A activ: -8
  DAGLB inh: 3
  CDK5 inh: 0.3
  phage Ecoli inh: 1.0
  Tat transport: 1
  PKA-R2B act: -5
  AddAB inh: 4.4

CC1=C(C(=O)Nc2ccccc2)S(=O)(=O)CCO1
  HTR5A inv ag: 6
  HTR5A ag ctr: -2
  Ecoli viability: 2.0
  Mot1-301 SUMO: 3
  PKA-R1A activ: -13
  DAGLB inh: -2
  CDK5 inh: 1.0
  phage Ecoli inh: -1.0
  Tat transport: -6
  PKA-R2B act: 4
  AddAB inh: 3.1

(list continues)
smiles	HTR5A inv ag	HTR5A ag ctr	Ecoli viability	Mot1-301 SUMO	PKA-R1A activ	DAGLB inh	CDK5 inh	phage Ecoli inh	Tat transport	PKA-R2B act	AddAB inh
CN1CCN(c2cc(N3CCCCCC3)c(F)cc2[N+](=O)[O-])CC1	4	-2	1.8	-9	10	3	2.1	3.7	-4	1	3.1
CCCCCCC(=O)N/N=C/c1c(O)n(C2CC2)c(=S)[nH]c1=O	0	-2	1.0	3	-11	-1	-0.4	1.0	-6	8	0.1
CC(=O)c1ccc(OC(NC(=O)c2ccco2)C(Cl)(Cl)Cl)cc1 (centres undefined)	6	-3	1.6	-1	7	6	-0.9	2.9	-3	6	1.7
COc1cc(/C=C/c2nc3ccccc3c(=O)n2-c2cccc(O)c2)ccc1O	-16	5	-4.8	.	-10	-1	-0.6	0.5	5	-11	-0.9
CCN(CC)CCO	-8	2	-1.4	8	-2	-3	0.7	2.4	-2	-1	0.8
c1ccc(CN2CCN(Cc3ccc4c(c3)OCCO4)CC2)cc1	-8	2	1.6	5	-10	2	1.0	3.0	13	-14	2.7
O=C(CN1CCOCC1)Nc1ccc(Br)cc1C(=O)c1ccccc1	-13	-5	-0.1	218	3	-4	-2.5	0.3	2	-15	2.3
COc1ccc(NP2(=O)NCCCN2)cc1	14	-3	.	.	-4	2	1.2	1.2	-5	-11	.
COc1ccc(-c2nc3ccccc3c(=O)n2-c2nccs2)cc1	-22	0	-0.2	-14	2	-2	-0.8	3.3	-7	0	2.0
OC(c1ccncc1)(c1ccc(F)cc1)c1ccc(F)cc1	4	-2	-0.7	32	11	2	-0.8	3.3	-4	-1	2.7
Cc1cc(C(=O)OCC(=O)Nc2cccc(F)c2)c(C)n1C1CC1	-12	1	1.1	70	0	-9	-0.1	2.7	-2	4	2.0
CCN(CC)CCN=Cc1c(O)n(CCc2ccccc2)c(=O)[nH]c1=O	-10	2	-0.1	36	-2	2	0.1	-1.4	1	-4	0.5
COc1ccc(Cn2c(N)c(C(=O)NCc3ccco3)c3nc4ccccc4nc32)cc1OC	4	-1	-3.0	19	-3	2	-2.9	1.6	4	-16	-3.9
Oc1ccccc1CN(CCc1ccccc1)Cc1ccccc1	5	7	-1.9	7	-7	-19	-0.9	-1.6	6	6	2.8
COc1cc(OC)c(OC)cc1/C=C1\C(=O)NC(=O)N(Cc2ccccc2)C1=O	-6	2	-0.7	-9	3	6	-5.7	3.2	0	-9	3.0
C[C@]12CCC3C(CC[C@H]4C[C@@H](O)CC[C@]34C)C1CC[C@@H]2OC(=O)[C@H](N)CCCCN (some centres undefined)	-9	2	-2.4	52	-10	-1	-0.7	2.2	1	7	0.7
CCOP(=O)(Cc1ccc(C(=O)CC)o1)OCC	-6	2	0.2	-7	-5	0	1.0	1.5	-1	-4	1.0
CC(C)CCN1CCN(Cc2c(F)cccc2Cl)CC1CCO (centres undefined)	5	-2	-1.4	7	-5	-1	0.5	2.3	-3	-4	2.5
CC(=NC1CCN(Cc2ccccc2)CC1)c1c(O)n(C)c(=O)n(C)c1=O	-4	1	-0.8	-12	-2	1	1.8	-0.4	0	10	0.3

An excerpt (hit frequency here may not be typical).
